All columns: NCI-60 one-dose screen, growth in % after 48 h at 10 µM unless noted; 100 = growth as untreated, 0 = no growth, -100 = all killed.
DU-145 – DU-145 prostate cancer; 81,000 tested, 4.2% active
U251 – U251 CNS tumor cells; 80,000 tested, 5.4% active
PC-3 – PC-3 prostate cancer cells; 80,000 tested, 3.9% active
786-0 – 786-0 renal cancer cells. 81,000 tested, 5.1% active. AID 1794775
UO-31 – UO-31 renal cancer | 81,000 tested, 5.2% active
SN12C – SN12C renal cancer cells; 81,000 tested, 3.8% active
SF-539 – SF-539 CNS cancer; 81,000 tested, 6.8% active
TK-10 – TK-10 renal cancer cells; AID 1794769; 81,000 tested, 3.9% active
SF-295 – SF-295 CNS cancer cells; 79,000 tested, 5.6% active
The depositor's hits bear a star; & = joins results of further samples. How the source made its calls: active means growth percent below 10; inactive means the rest.

Results for COc1cc(Cl)cc(-c2nn(C(=O)NS(=O)(=O)c3ccc4ccccc4c3)cc2-c2ccncc2)c1 ?
DU-145: 111; U251: 91; PC-3: 100; 786-0: 90; UO-31: 83; SN12C: 97; SF-539: 74; TK-10: 97; SF-295: 100

How did CCCn1cnc2c(c1=N)C(c1ccc(OC)cc1)c1sc3c(CC)cccc3c1O2 (stereo not drawn) do in these assays?
DU-145: 17; U251: 20; PC-3: 3.6*; 786-0: 32; UO-31: 34; SN12C: 29; SF-539: -22*; TK-10: 75; SF-295: -18*

Results for CC1N=C(SCC(=O)c2ccc(F)cc2)N2C(C)N=C(SCC(=O)c3ccc(F)cc3)N12 (stereo not drawn) ?
DU-145: 106; U251: 104; PC-3: 87; 786-0: 115; UO-31: 73; SN12C: 94; SF-539: 94; TK-10: 138; SF-295: 101

Results for N#CC1(Nc2ccccc2)CCCCC1 ?
DU-145: 108; U251: 102; PC-3: 116; 786-0: 109; UO-31: 95; SN12C: 99; SF-539: 100; TK-10: 97; SF-295: 79

How did C(=N\N1CCCCCC1)/c1cccc2ccccc12 do in these assays?
DU-145: 114; U251: 87; PC-3: 101; 786-0: 102; UO-31: 83; SN12C: 105; SF-539: 105; TK-10: 124; SF-295: 112

How did O=C1NC(=O)C2(CCCc3ccc([N+](=O)[O-])cc32)N1 (stereo not drawn) do in these assays?
DU-145: 112; U251: 103; PC-3: 99; 786-0: 103; UO-31: 85; SN12C: 99; SF-539: 105; TK-10: 108

Results for CSCCC(O)C(=O)O (stereo not drawn) ?
DU-145: 105; U251: 96; PC-3: 103; 786-0: 97; UO-31: 94; SN12C: 102; SF-539: 99; TK-10: 92; SF-295: 100

How did O=C(O)c1ccc(C(S(=O)(=O)c2ccccc2)S(=O)(=O)c2ccccc2)cc1 do in these assays?
DU-145: 108; PC-3: 97; 786-0: 105; UO-31: 78; SN12C: 98; SF-539: 102; TK-10: 104; SF-295: 105

How did Oc1ccccc1C=NCCN(CCN=Cc1ccccc1O)c1ccccc1 do in these assays?
DU-145: 104; U251: 104; PC-3: 96; 786-0: 116; UO-31: 79; SN12C: 103; SF-539: 96; TK-10: 112; SF-295: 128

How did O=C1C=C(C(O)c2ccc(O)cc2)C(=O)c2ccccc21 (stereo not drawn) do in these assays?
DU-145: 107; U251: 95; PC-3: 100; 786-0: 106; UO-31: 69; SN12C: 107; SF-539: 106; TK-10: 103

What do the screens show for `COc1ccc(C(=O)Oc2ccc(Cl)cc2Cl)cc1`?
DU-145: 102; U251: 91; PC-3: 104; 786-0: 97; UO-31: 99; SN12C: 104; SF-539: 102; TK-10: 100; SF-295: 103

How did CCN(CC)CCSc1nc(-c2ccccc2)c(C#N)c(=O)[nH]1 do in these assays?
DU-145: 112; U251: 105; PC-3: 116; 786-0: 98; UO-31: 110; SN12C: 116; SF-539: 100; TK-10: 128; SF-295: 105

The final two compounds of the part above come first, to join the parts:
What do the screens show for `COc1ccc(C(=O)Oc2ccc(Cl)cc2Cl)cc1`?
DU-145: 102; U251: 91; PC-3: 104; 786-0: 97; UO-31: 99; SN12C: 104; SF-539: 102; TK-10: 100; SF-295: 103

How did CCN(CC)CCSc1nc(-c2ccccc2)c(C#N)c(=O)[nH]1 do in these assays?
DU-145: 112; U251: 105; PC-3: 116; 786-0: 98; UO-31: 110; SN12C: 116; SF-539: 100; TK-10: 128; SF-295: 105

What do the screens show for `CCC(Br)C(Br)CC(Br)C(Br)CC(Br)C(Br)CCCCCCCC(=O)O` (stereo not drawn)?
DU-145: 102; U251: 99; PC-3: 84; 786-0: 102; UO-31: 80; SN12C: 101; SF-539: 99; TK-10: 112

Results for O=C1c2ccccc2C(=O)c2c1c(Br)cc1c(=O)[nH]nnc21 ?
DU-145: 115; U251: 115; PC-3: 86; 786-0: 111; UO-31: 65; SN12C: 99; SF-539: 104; TK-10: 121; SF-295: 105

What do the screens show for `CN1C(=O)N(C)C2(c3ccccc3)N(CC(=O)NCCc3c[nH]c4ccccc34)C(=O)NC12c1ccccc1` (stereo not drawn)?
DU-145: 106; U251: 101; PC-3: 88; 786-0: 104; UO-31: 69; SN12C: 98; SF-539: 100; TK-10: 104; SF-295: 95

Results for O=C(Nc1ccc2ncsc2c1)c1csc(Nc2ccc3[nH]ncc3c2)n1 ?
DU-145: 36; U251: 39; PC-3: 41; 786-0: 43; UO-31: 50; SN12C: 50; SF-539: 23; TK-10: 55; SF-295: 26

How did CC(/C=C/c1ccc(Br)cc1)=N\OCC(=O)Nc1ccccc1 do in these assays?
DU-145: 112; U251: 89; PC-3: 91; 786-0: 99; UO-31: 59; SN12C: 95; SF-539: 94; TK-10: 121; SF-295: 88

How did O=C(O)c1cccc(Br)c1 do in these assays?
DU-145: 114&113; U251: 91&103; PC-3: 98&95; 786-0: 97&96; UO-31: 89&68; SN12C: 104; SF-539: 99&94; TK-10: 94&108; SF-295: 98&94

How did CC(=O)O/C=C(\C)C1CCC2C1(C)CC=C1C23C=CC2(CC(OC(C)=O)CCC12C)C1C(=O)OC(=O)C13 (stereo not drawn) do in these assays?
DU-145: 100; U251: 96; PC-3: 88; 786-0: 102; UO-31: 88; SN12C: 100; SF-539: 100; TK-10: 99; SF-295: 97

Results for Cc1cc(F)ccc1S(=O)(=O)Nc1cc(-c2c(O)ccc3ccccc23)c(O)c2ccccc12 ?
DU-145: 42; U251: 19; PC-3: 15; 786-0: 76; UO-31: 20; SN12C: 47; SF-539: 6.5*; TK-10: 73; SF-295: 42

How did O=C(c1nc2ccccc2[nH]1)C1C(c2ccco2)C2CC3CCCCC3N2[C@@]12C(=O)Nc1cc(Cl)ccc12 (stereo partly drawn) do in these assays?
DU-145: 77; U251: 63; PC-3: 49; 786-0: 73; UO-31: 53; SN12C: 75; SF-539: 87; TK-10: 112; SF-295: 60

Results for COc1cc(C2CC(c3ccc(Cl)cc3)=NN2C(C)=O)ccc1Oc1nc2c(c(=O)n(C)c(=O)n2C)n1C (stereo not drawn) ?
DU-145: 65; U251: 81; PC-3: 76; 786-0: 111; UO-31: 76; SN12C: 50; SF-539: 102; TK-10: 110; SF-295: 63

How did O=C1/C(=C/c2cc3ccccc3[nH]c2=O)CNC/C1=C\c1cc2ccccc2[nH]c1=O do in these assays?
DU-145: 123; U251: 92; PC-3: 95; 786-0: 108; UO-31: 95; SN12C: 96; TK-10: 101

Results for N=c1c2cn[nH]c2nc2sc3cc(Cl)c(Cl)cc3n12 ?
DU-145: 125; U251: 104; PC-3: 112; 786-0: 109; UO-31: 93; SN12C: 108; SF-539: 96; TK-10: 166; SF-295: 116

In the list so far, 3 have two or more sulfur atoms:
Results for CC1N=C(SCC(=O)c2ccc(F)cc2)N2C(C)N=C(SCC(=O)c3ccc(F)cc3)N12 (stereo not drawn) ?
DU-145: 106; U251: 104; PC-3: 87; 786-0: 115; UO-31: 73; SN12C: 94; SF-539: 94; TK-10: 138; SF-295: 101

How did O=C(O)c1ccc(C(S(=O)(=O)c2ccccc2)S(=O)(=O)c2ccccc2)cc1 do in these assays?
DU-145: 108; PC-3: 97; 786-0: 105; UO-31: 78; SN12C: 98; SF-539: 102; TK-10: 104; SF-295: 105

Results for O=C(Nc1ccc2ncsc2c1)c1csc(Nc2ccc3[nH]ncc3c2)n1 ?
DU-145: 36; U251: 39; PC-3: 41; 786-0: 43; UO-31: 50; SN12C: 50; SF-539: 23; TK-10: 55; SF-295: 26

(continued)
Results for COc1cc(-c2cnc3nonc3n2)c(OC)c2c1OCO2 ?
DU-145: 113; U251: 94; PC-3: 76; 786-0: 104; UO-31: 86; SN12C: 100; TK-10: 107; SF-295: 104

Results for COc1ccc(C2CC(=O)NC2=O)cc1OC (stereo not drawn) ?
DU-145: 112; U251: 103; PC-3: 96; 786-0: 104; UO-31: 93; SN12C: 92; SF-539: 93; TK-10: 100; SF-295: 92

What do the screens show for `CC(=O)Nc1scc[n+]1Cc1ccccc1`?
DU-145: 118; U251: 106; PC-3: 94; 786-0: 102; UO-31: 91; SN12C: 111; SF-539: 104; TK-10: 113; SF-295: 105

Results for COc1ccc(C(=O)CC(C#N)c2ccc3c(c2)OCO3)cc1OC (stereo not drawn) ?
DU-145: 87; U251: 90; PC-3: 92; 786-0: 93; UO-31: 79; SN12C: 85; SF-539: 56; TK-10: 78; SF-295: 99

Results for Fc1cc(-c2nnc3n2NC(=Nc2cc(Cl)c(Cl)cc2Cl)CS3)c(Cl)cc1Cl ?
DU-145: 113; U251: 96; PC-3: 88; 786-0: 105; UO-31: 66; SN12C: 94; SF-539: 111; TK-10: 114; SF-295: 89

Results for CCCCCCCCC(=O)OC(CCC1CCCO1)CCC1CCCO1 (stereo not drawn) ?
DU-145: 109; PC-3: 93; 786-0: 97; UO-31: 86; SN12C: 102; SF-539: 125; TK-10: 96; SF-295: 93

What do the screens show for `CCN(C(=O)CN1CCN(c2cc3c(cc2F)c(=O)c(C(=O)O)cn3C2CC2)CC1)c1nc(-c2ccc(OC)cc2)cs1`?
DU-145: 36; U251: 14; PC-3: 21; 786-0: 102; UO-31: 33; SN12C: 10.0*; TK-10: 77; SF-295: 95

What do the screens show for `COC(=S)SCc1cc(=O)oc2ccc(OC)cc12`?
DU-145: 96; U251: 101; PC-3: 94; 786-0: 92; UO-31: 78; SN12C: 106; SF-539: 93; TK-10: 97; SF-295: 96

What do the screens show for `Nc1[nH]c(=O)n(Cc2ccccc2)c(=O)c1Cc1ccccc1`?
DU-145: 102; U251: 97; PC-3: 92; 786-0: 99; UO-31: 88; SN12C: 97; SF-539: 100; TK-10: 99; SF-295: 100

What do the screens show for `COc1cc(NC(=O)c2cc(OC)c3ccn(C)c3c2)cc2c1C[C@]1(C)CC[C@@H](O)C(C)(C)[C@H]1O2`?
DU-145: 72; U251: 43; PC-3: 42; 786-0: -1.1*; UO-31: 2.9*; SN12C: 87; SF-539: 20; TK-10: 90; SF-295: -40*

How did O=C(NNCc1ccccc1)c1ccccc1 do in these assays?
DU-145: 113; U251: 109; 786-0: 111; UO-31: 104; SN12C: 102; SF-539: 102; TK-10: 122; SF-295: 102

Results for O=c1[nH]cccc1N=Nc1ccc(S(=O)(=O)NC2NCCS2)cc1 (stereo not drawn) ?
DU-145: 111; U251: 100; PC-3: 99; 786-0: 98; UO-31: 72; SN12C: 104; SF-539: 104; TK-10: 101

Results for C[C@@]1(F)[C@H](O)[C@@H](CO)O[C@@H]1n1cnc2c(N)nc(F)nc21 ?
DU-145: 111; U251: 106; PC-3: 99; 786-0: 98; UO-31: 100; SN12C: 101; SF-539: 100; TK-10: 101; SF-295: 94

What do the screens show for `COc1ccc(-c2nnc3c4nnc(C)n4c4ccccc4n23)cc1OC`?
DU-145: 110; U251: 99; PC-3: 88; 786-0: 95; UO-31: 72; SN12C: 96; SF-539: 98; TK-10: 104; SF-295: 90

How did CCOC(=O)C(Cc1ccccc1)n1c(O)c(C=Nc2cc(Cl)ccc2OC)sc1=S (stereo not drawn) do in these assays?
DU-145: 103; U251: 92; PC-3: 88; 786-0: 95; UO-31: 80; SN12C: 103; SF-539: 102; TK-10: 93; SF-295: 99

What do the screens show for `CCN(CC)Cc1cc(OC(=O)c2ccccc2)cc(C(=O)OC)c1`?
DU-145: 106; U251: 101; PC-3: 90; 786-0: 103; UO-31: 92; SN12C: 106; SF-539: 104; TK-10: 103; SF-295: 105

How did S=C1Nc2ccccc2C(=S)N2CCCC12 (stereo not drawn) do in these assays?
DU-145: 104; U251: 105; PC-3: 98; 786-0: 99; UO-31: 89; SN12C: 95; SF-539: 95; TK-10: 107; SF-295: 100

How did O=C(O)c1ccc(C(=O)O)nc1 do in these assays?
DU-145: 111; U251: 101; PC-3: 102; 786-0: 99; UO-31: 85; SN12C: 110; SF-539: 105; SF-295: 97

Results for CC1CCN(C(=O)CSc2nc3sc4c(c3c(=O)[nH]2)CCCC4)CC1 ?
DU-145: 101; U251: 95; PC-3: 100; 786-0: 110; UO-31: 83; SN12C: 102; SF-539: 98; TK-10: 163; SF-295: 88

What do the screens show for `O=C(N/N=C/C=C/c1ccccc1)c1ccncc1`?
DU-145: 106; U251: 99; PC-3: 108; 786-0: 97; UO-31: 87; SN12C: 99; SF-539: 102; TK-10: 97; SF-295: 98

What do the screens show for `CCOC(=O)c1csc(NC(=O)c2ccc(NC3CCCCC3)c([N+](=O)[O-])c2)n1`?
DU-145: 106; U251: 99; 786-0: 104; UO-31: 74; SN12C: 94; SF-539: 101; TK-10: 115; SF-295: 95

What do the screens show for `CCN(CC)CCOC(=O)c1cccc(-c2ccccc2)c1OCCN(CC)CC`?
DU-145: 111; U251: 112; PC-3: 101; UO-31: 102; SN12C: 117; SF-539: 102; TK-10: 110; SF-295: 107

What do the screens show for `CCCCCCCCCCCCCCCC(N)c1ccccc1` (stereo not drawn)?
DU-145: -63*; U251: -93*; PC-3: 5.1*; 786-0: 1.6*; UO-31: 26; SN12C: 28; SF-539: 88; TK-10: 52; SF-295: -49*

How did CO[C@H]1/C=C(/C)CCC[C@H](C)[C@H](O)[C@@H](C)C(=O)C(C)(C)[C@@H](O)CC(=O)O[C@@H]1/C(C)=C/c1csc(C)n1 do in these assays?
DU-145: -48*; U251: 15; PC-3: 27; 786-0: 57; UO-31: 22; SN12C: 39; SF-539: 1.4*; TK-10: 19; SF-295: -18*

Some of these compounds in order of length of the SMILES, rising:
How did O=C(O)c1ccc(C(=O)O)nc1 do in these assays?
DU-145: 111; U251: 101; PC-3: 102; 786-0: 99; UO-31: 85; SN12C: 110; SF-539: 105; SF-295: 97

How did S=C1Nc2ccccc2C(=S)N2CCCC12 (stereo not drawn) do in these assays?
DU-145: 104; U251: 105; PC-3: 98; 786-0: 99; UO-31: 89; SN12C: 95; SF-539: 95; TK-10: 107; SF-295: 100

What do the screens show for `COc1ccc(-c2nnc3c4nnc(C)n4c4ccccc4n23)cc1OC`?
DU-145: 110; U251: 99; PC-3: 88; 786-0: 95; UO-31: 72; SN12C: 96; SF-539: 98; TK-10: 104; SF-295: 90

Source: PubChem BioAssay
